# IMPase cell inh: cell-permeable inhibitors of inositol monophosphatase (IMPase) | CHO-M1 cells, IP1 accumulation, HTRF TR-FRET ratio | 120,000 tested, under 10 active | inhibition (IP1 accumulation), % at 46.1 µM | P97697; active means well fitted curve in the direction sought with a large enough effect in the signal ratio, not every such curve was filed as active; inconclusive means small, poorly fitted or top-dose-only effect, or a change in a side signal; inactive means no such curve, though single readings can be large or run the other way; the % refers to the signal ratio;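 further: cells stimulated with carbachol in lithium chloride buffer; plate controls were DMSO basal wells for no effect and reference inhibitor wells for full effect; higher means more IMPase inhibition seen as more IP1 and lower FRET ratio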
# Target sequence (P97697 whole entry, looked up): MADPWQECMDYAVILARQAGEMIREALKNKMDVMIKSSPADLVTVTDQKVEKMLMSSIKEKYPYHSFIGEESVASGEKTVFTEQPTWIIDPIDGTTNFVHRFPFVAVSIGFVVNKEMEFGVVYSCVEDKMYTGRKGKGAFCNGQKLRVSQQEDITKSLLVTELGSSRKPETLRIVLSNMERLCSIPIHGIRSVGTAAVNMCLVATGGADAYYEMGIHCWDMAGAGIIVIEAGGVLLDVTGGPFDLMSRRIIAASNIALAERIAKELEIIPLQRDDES
#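 Seeded CHO-M1 cells were dosed with compound at up to 46 uM, stimulated with carbachol for 30 min, then lysed in IP-One detection reagents. Higher IP1 lowers the TR-FRET signal.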
# ALOX15B inhib: 15-hLO-2 (ALOX15B) enzyme inhibition. AID 881. purified 15hLO-2, xylenol orange hydroperoxide absorbance. hit rate 0.56% among 110,000. Potency, µM (top dose mostly 57.1 µM), for inactives: top-dose activity change, negative = inhibition, actives largely listed as inhibitors; further: potency means the concentration at half of the fitted maximal effect; nearly all actives have a fitted effect of over 60% in size; many of its hits are not listed in these tables
# Target sequence (O15296 whole entry, looked up): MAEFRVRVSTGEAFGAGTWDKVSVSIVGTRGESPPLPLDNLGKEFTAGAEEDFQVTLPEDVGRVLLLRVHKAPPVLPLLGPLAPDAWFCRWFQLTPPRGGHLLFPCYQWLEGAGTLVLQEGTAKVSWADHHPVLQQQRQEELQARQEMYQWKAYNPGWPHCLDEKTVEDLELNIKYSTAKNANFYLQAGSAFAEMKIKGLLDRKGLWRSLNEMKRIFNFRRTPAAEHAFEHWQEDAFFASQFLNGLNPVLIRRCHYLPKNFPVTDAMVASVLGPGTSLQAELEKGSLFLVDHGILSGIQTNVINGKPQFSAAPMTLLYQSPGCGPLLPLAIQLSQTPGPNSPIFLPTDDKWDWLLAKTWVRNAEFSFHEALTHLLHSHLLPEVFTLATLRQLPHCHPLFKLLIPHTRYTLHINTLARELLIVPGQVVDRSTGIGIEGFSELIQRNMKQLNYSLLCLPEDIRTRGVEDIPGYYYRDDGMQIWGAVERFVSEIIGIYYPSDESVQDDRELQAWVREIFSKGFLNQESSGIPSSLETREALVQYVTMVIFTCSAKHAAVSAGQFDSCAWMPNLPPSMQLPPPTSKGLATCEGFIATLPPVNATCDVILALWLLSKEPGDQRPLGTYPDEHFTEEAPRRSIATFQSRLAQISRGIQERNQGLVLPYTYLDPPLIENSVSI
#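 Purified human 15hLO-2 (50 nM final) preincubated with compounds 15 min at room temperature in 25 mM Hepes pH 7.5, 0.01% Triton X-100, then 45 uM arachidonic acid added for 90 min; hydroperoxide detected via ferrous/xylenol orange, 573/405 nm absorbance ratio.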
# PNC assembly inh: perinucleolar compartment assembly inhibition | PC3M PTB-GFP, PNC prevalence imaging, 16 h; hits give low values | activity change (PNC), negative = inhibition, % at 10 µM | hit rate 3.1% among 140,000 | AID 2417;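 active means readout at or below -70, meaning at least 70% loss of cells showing the perinucleolar compartment, a nuclear body marking cancer cells; inconclusive means readout between -30 and a set limit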;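 further: plate controls were DMSO wells for no effect and camptothecin positive control wells for full effect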
#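 Compounds are pinned in duplicate onto adhered PC3M cells stably expressing GFP-tagged PTB and incubated 16 h at 37 C. Cells are then fixed, nuclei stained with Hoechst, and PNC-positive cells counted.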
# 12-hLO inh: 12-hLO (ALOX12) enzyme inhibition | P18054 | purified 12-hLO, xylenol orange hydroperoxide absorbance | Potency, µM (series often up to 57.1 µM), for inactives: at the top dose activity change, negative = inhibition, hits mostly inhibitors | hit rate 0.12% among 150,000 | AID 1452; further: potency means the concentration at half of the fitted maximal effect; nearly all actives have a fitted effect of over 55% in size; many of its hits are not listed in these tables
#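 Hydroperoxide formation by human 12-lipoxygenase from 40 uM arachidonic acid was followed colorimetrically via ferric-xylenol orange complex, using the 573/405 nm absorbance ratio. Enzyme concentration was 150 nM, with 30 min reaction at room temperature.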
# An asterisk follows results filed as active; ? = inconclusive; . = not tested or not shown; & = joins results of further samples; [ ] = dose if it differs, or a comment. Unless noted, the call rests on the fitted dose curve; in most records, active means well fitted curve in the direction sought with a large enough effect; inconclusive means small, poorly fitted or top-dose-only effect, or another doubt; inactive means no such curve, though single readings can be large; an effect the other way counts as inactive or inconclusive. Unless noted, on the % scale 0 is the no-effect control and ±100 the full control effect.
SMILES,IMPase cell inh,ALOX15B inhib,PNC assembly inh,12-hLO inh
CC1(C)CC2CC(C)(CN2C(=O)c2cc(-c3ccccc3O)on2)C1 (stereo not given),2,-1%,?,1%
COC(=O)CSc1n[nH]c(-c2ccncc2)n1,-5,0%,-13,0%
CN(CC(=O)Nc1ccc2c(c1)OCCO2)S(=O)(=O)c1cccc2cccnc12,-4,3%,?,0%
Cc1ccc(S(=O)(=O)Nc2nc3ccccc3nc2N2CCN(c3ccccc3F)CC2)cc1,-14,-8%,2,0%
COCCn1c(COc2ccc(OC)cc2)nc2ccccc21,13,6%,-30,-6%
S=C(NCCc1ccccc1)Nc1ccc(Cl)cc1,.,.,26,-19%
COc1ccc(-c2nnc(SCC(=O)NC(=O)NCc3ccco3)o2)cc1,2,-3%,-6,1%
CCCCCCCCCCOC(=O)C[N+](C)(C)C/C=C(/C)Cl,.,.,-6,-1%
CC(=O)Nc1ccc(OC(=O)c2cc([N+](=O)[O-])ccc2Cl)cc1,6,-9%,63,-5%
Cc1cc(=O)oc2cc(NC(=O)C3CC(=O)N(Cc4ccccc4)C3)ccc12 (stereo not given),4,0%,10,0%
COc1ccc(C2NC3=C(CCC3)C3(C#N)C4(N=C(N)C23C#N)OCCO4)cc1 (stereo not given),2,-1%,?,?
O=C(CSc1ncccn1)Nc1ccc(N2CCOCC2)cc1,11,-3%,?,1%
CCCCn1nc(NC(=O)c2cccs2)c2cc3cc(OC)ccc3nc21,2,7%,?,-7%
CC(=O)c1c(C)oc(C)c1CSCc1ccc(C(=O)O)o1,-9,20%,-22,2%
CCOc1nc(Nc2ccc(OC)c(Cl)c2)nc(OCC)n1,2,18%,-19,-27%
O=C(NCc1ccccn1)C1COc2ccccc2O1 (stereo not given),6,-3%,10,6%
Cc1ccc(C(=O)N/C(=C\c2cccs2)C(=O)NCCCn2ccnc2)cc1,.,.,10,0%
CCN(CC)CC(=O)c1c[nH]c2ccc(C)cc12,-1,16%,-24,-8%
COc1cccc(CNC(=O)C(=O)NCCc2ccc(OC)c(OC)c2)c1,.,.,-1,1%
Cc1ccccc1OCC(O)Cn1c(NCc2ccco2)nc2c1c(=O)[nH]c(=O)n2C (stereo not given),8,3%,3,1%
O=[N+]([O-])c1c(C(Cl)Cl)nn(-c2ccccc2)c1N1CCCC1,10,-6%,-5,-3%
O=C(NC(=O)c1ccccc1)OCC1CCCN2CCCCC12 (stereo not given),4,2%,-9,4%
CCC(CC)NC(=O)COC(=O)c1ccc(OCC(=O)Nc2ccccc2OC)c(OC)c1,-5,-8%,13,-2%
CCCNc1nc(NCC)nc(OC)n1,0,-4%,?,7%
COc1ccc(NC(=O)c2nc[nH]c2C(=O)Nc2ccccc2C)cc1,?,1%,14,-1%
CN(C)CC1(c2ccccc2)CCCC1,-3,0%,-16,5%
COc1cccc(NC(=O)CSc2nnc(CN3CCOCC3)n2C)c1,12,-1%,1,6%
O=C(NCCCN1CCCC1=O)c1csc2ccccc12,9,3%,20,1%
COc1ccc(C(C(=O)NC(C)(C)C)N(Cc2cccs2)C(=O)CCC(=O)Nc2cc(C)on2)cc1 (stereo not given),9,.,-7,1%
CC(=O)c1cccc(NC(=S)NC(=O)CC(C)C)c1,-1,-12%,16,-4%
CC1CCN(S(=O)(=O)c2ccc(N/N=C(/C#N)C(N)=O)cc2)CC1,10,-28%,-2,-26%
CC1Cc2ccccc2N1Cc1cc(=O)n2ccsc2n1 (stereo not given),.,.,?,-1%
CCOC(=O)N1CCN(c2nc3ccccc3nc2C(C#N)C(=O)NCCc2ccccc2)CC1 (stereo not given),1,.,27,1%
CCOC(=O)C1Cc2ccccc2CN1 (stereo not given),-8,-1%,?,0%
COc1ccc(CCNC(=O)C(=O)N2CCCCC2)cc1OC,2,.,?,2%
COc1ccc(NC(=O)COC(=O)/C=C/C(=O)OCC(=O)Nc2ccc(OC)c(Cl)c2)cc1Cl,.,.,27,2%
Fc1ccc(-c2cc(C(F)(F)F)nc(NCc3cccs3)n2)cc1,.,.,-113*,-6%
Cc1ccc(-c2nc(P(=O)(c3ccccc3)c3ccccc3)c(N3CCOCC3)o2)cc1,.,.,-14,-27%
CCCn1c(NCc2ccco2)nc2c1c(=O)n(C)c(=O)n2C,3,.,-29,-2%
S=C(Nc1ccc(Cl)c(Cl)c1)NN1CCOCC1,-1,.,-13,1%

# A run of entries taken from the entries so far, for reference:
SMILES,IMPase cell inh,ALOX15B inhib,PNC assembly inh,12-hLO inh
CN(C)CC1(c2ccccc2)CCCC1,-3,0%,-16,5%
COc1cccc(NC(=O)CSc2nnc(CN3CCOCC3)n2C)c1,12,-1%,1,6%
O=C(NCCCN1CCCC1=O)c1csc2ccccc12,9,3%,20,1%
COc1ccc(C(C(=O)NC(C)(C)C)N(Cc2cccs2)C(=O)CCC(=O)Nc2cc(C)on2)cc1 (stereo not given),9,.,-7,1%
CC(=O)c1cccc(NC(=S)NC(=O)CC(C)C)c1,-1,-12%,16,-4%
CC1CCN(S(=O)(=O)c2ccc(N/N=C(/C#N)C(N)=O)cc2)CC1,10,-28%,-2,-26%
CC1Cc2ccccc2N1Cc1cc(=O)n2ccsc2n1 (stereo not given),.,.,?,-1%
CCOC(=O)N1CCN(c2nc3ccccc3nc2C(C#N)C(=O)NCCc2ccccc2)CC1 (stereo not given),1,.,27,1%
CCOC(=O)C1Cc2ccccc2CN1 (stereo not given),-8,-1%,?,0%
COc1ccc(CCNC(=O)C(=O)N2CCCCC2)cc1OC,2,.,?,2%
COc1ccc(NC(=O)COC(=O)/C=C/C(=O)OCC(=O)Nc2ccc(OC)c(Cl)c2)cc1Cl,.,.,27,2%
Fc1ccc(-c2cc(C(F)(F)F)nc(NCc3cccs3)n2)cc1,.,.,-113*,-6%
Cc1ccc(-c2nc(P(=O)(c3ccccc3)c3ccccc3)c(N3CCOCC3)o2)cc1,.,.,-14,-27%
CCCn1c(NCc2ccco2)nc2c1c(=O)n(C)c(=O)n2C,3,.,-29,-2%
S=C(Nc1ccc(Cl)c(Cl)c1)NN1CCOCC1,-1,.,-13,1%

# The list goes on:
SMILES,IMPase cell inh,ALOX15B inhib,PNC assembly inh,12-hLO inh
O=[N+]([O-])c1cc(C(F)(F)F)cc([N+](=O)[O-])c1NCCCNc1ccc([N+](=O)[O-])c2cccnc12,.,.,3,-1%
CCC(CC)C(=O)NCCNC(=O)C(CC)CC,2,1%,39,-3%
CCOC(=O)c1ccc(NC(=O)N2CCCCC2)cc1,3,-2%,28,-2%
CC(Oc1ccc(Cl)cc1Cl)c1nc(-c2ccc(NC(=O)c3ccncc3)cc2)no1 (stereo not given),-3,.,4,-2%
CCn1c(SCC(=O)N/N=C/C=C/c2ccco2)nnc1-c1ccccc1,.,.,?,0%
CC(OC(=O)c1ccc(S(=O)(=O)N(C)c2ccccc2)cc1)C(=O)NCCC1=CCCCC1 (stereo not given),.,.,23,-1%
N#Cc1c(N2C(=O)C3C4C=CC(C4)C3C2=O)sc2c1CCC2 (stereo not given),-7,-6%,11,-4%
COc1cc(/C=C/C(=O)Nc2nc3ccc(S(=O)(=O)N(C)C)cc3s2)cc(OC)c1OC,.,.,?,2%
CN1C(=O)CCC1c1cccnc1 (stereo not given),2,0%&-4%,.,-1%&3%
Clc1cccc(Cl)c1CON/C=N/c1ncnc2sccc12,-6[1.84 µM],-8%[11.4 µM],21,0%
O=C(C1CCN(S(=O)(=O)c2cnc[nH]2)CC1)N1CCN(Cc2ccc3c(c2)OCO3)CC1,10,-1%,47,-5%
CC1=Nn2c(nnc2-c2ccc(F)cc2)SC1,-2,-3%,26,4%
COc1cc(C(=O)NCC2CCCO2)cc(OC)c1OC (stereo not given),?,.,-22,1%
Cc1cc(C(=O)N2CCN(S(C)(=O)=O)CC2)cs1,-4,0%,-3,-5%
N#Cc1cc2c(nc1SCC(=O)Nc1sc3c(c1C#N)CCC3)CCCCCC2,-6,-17%,?,-2%
Cn1c(SCC(=O)NCc2ccco2)nnc1-c1c[nH]c2ccccc12,14,0%,31,6%
CCCCCCCCOC1OC(CO)C(O)C(O)C1NC(C)=O (stereo not given),-8,2%,25,5%
COc1ccc(C2CC(=O)n3c(nc4ccccc43)S2)cc1OC (stereo not given),6,-11%,-5,0%
COC(=O)c1[nH]c2ccc(Cl)cc2c1NC(=O)c1ccccc1[N+](=O)[O-],-5,.,52,1%
CCOC(=O)c1cn(CC(=O)Nc2ccc3c(c2)OCCO3)nn1,-4,1%,18,-1%
Nc1c(N=Nc2cccc(Cl)c2)c(=O)[nH]n1-c1ccccc1,8,-9%,99,4%
CCC(=O)N(Cc1cc2cccc(C)c2[nH]c1=O)c1ccccc1OC,-3,2%,37,1%
CN1CCC(=NNc2ccc(S(=O)(=O)N3CCOCC3)cc2[N+](=O)[O-])CC1,.,.,-12,-1%
N/C(=N\OC(=O)CC1CCCCC1)c1ccccc1,.,.,-25,-3%
COc1ccc(-n2c(SCc3ccc(C#N)cc3)nnc2-c2ccccn2)cc1,-5,5%,24,-2%
O=C(CN1C(=O)CCC1=O)c1ccc(-c2ccccc2)cc1,.,.,-82*,-3%
O=C(NNC(=O)C1CCCO1)c1ccc(Cl)cc1 (stereo not given),-9,4%,8,4%
COc1ccc(-c2csc(Nc3cccnc3)n2)cc1OC,?,15%,-9,-7%
COc1ccc(CN2CCOCC2)cc1Br,0,-3%,1,-3%
CCOc1ccccc1NC(=O)c1ccc(Cl)c(NC(=O)CC(c2ccccc2)c2ccccc2)c1,-4,-10%,?,-5%
O=C(CSc1nnc(-c2c[nH]c3ccccc23)n1-c1ccc(F)cc1)NCc1ccco1,3,.,26,-5%
COCCNC(=O)C(c1cccs1)N(CCc1ccccc1)C(=O)Cn1nnc2ccccc21 (stereo not given),5,5%[2.29 µM],28,14%
CCOC(=O)c1c(NC(=O)c2nn(CC)cc2Br)sc(C)c1C,5,5%[2.29 µM],-20,2%
O=C1/C(=C/c2ccc([N+](=O)[O-])cc2)C=C(c2ccccc2)N1c1ccc(O)cc1,0,-24%,?,1%
CCOc1ccc(/C=N/Nc2ccc(C(F)(F)F)cc2[N+](=O)[O-])cc1O,.,.,-23,-6%
COc1ccc(N=c2scc(-c3ccc(S(=O)(=O)N4CCOCC4)cc3)n2CCCO)cc1,7,.,-100*,0%
c1ccc(Nc2nc(-c3cccnc3)cs2)nc1,2,4%,81,7%
CN(c1ncc(C(F)(F)F)cc1Cl)n1cc(C(N)=O)c2ccccc2c1=O,0,1%,-9,-6%
COc1ccc(NC(=O)c2cnn3c(C(F)(F)F)cc(-c4ccco4)nc23)cc1OC,6,-13%,-24,-1%
CCCc1cc2c(cc1NC(=O)c1ccccc1C)OCO2,-15,-3%,-14,-17%
Cc1cccc(NC(=O)CCCN2C(=O)c3cccc4cccc(c34)C2=O)c1,-3,-4%,-8,0%
CCN1CCN(C(=O)CCNC(=O)Cn2ccc3ccccc3c2=O)CC1,6,5%,2,4%
CCOc1ccc(-c2nn[nH]n2)cc1,-2,-5%,28,7%
Nc1nc2ccccc2nc1N,-8,2%,-9,-5%
CCCOc1ccc(-c2nn(-c3ccccc3)cc2/C=C2\SC(=S)N(C3CCS(=O)(=O)C3)C2=O)cc1 (stereo not given),?,-16%,-17,2%
COCCn1c(-c2ccccc2F)n[nH]c1=S,0,11%,?,-3%
COc1cc(Cn2c(-c3nonc3N)nc3ccccc32)ccc1C,14,-2%,?,-6%
Cc1ccccc1Cn1nc(C)c(NC(=O)C2(C)CC2(Cl)Cl)c1C (stereo not given),.,.,?,-3%
Cc1nc(Nc2ccc(Cl)cc2Cl)sc1C(=O)Nc1ccccc1,2,.,?,-16%

# Bioassay records deposited in PubChem by National Center for Advancing Translational Sciences (NCATS).

# Some of the compounds tested. The share of hits here may be higher or lower than overall.
